NCI-60 one-dose screen, 48 h, at 10 µM unless noted. Numbers give growth in % (100 = growth as untreated, 0 = no growth, -100 = all killed).
SF-539 = SF-539 CNS cancer; 81,000 tested, 6.8% active; AID 1794752
HCC-2998 = HCC-2998 colon cancer | 79,000 tested, 4.7% active
DU-145 = DU-145 prostate cancer | AID 1794760 | 81,000 tested, 4.2% active
SNB-75 = SNB-75 CNS cancer; 79,000 tested, 5% active
SF-268 = SF-268 CNS cancer cells; 82,000 tested, 3.1% active; AID 1794759
PC-3 = PC-3 prostate cancer cells | AID 1794754 | 80,000 tested, 3.9% active
SF-295 = SF-295 CNS cancer cells; 79,000 tested, 5.6% active
U251 = U251 CNS tumor cells; 80,000 tested, 5.4% active
SNB-19 = SNB-19 CNS cancer cells | 81,000 tested, 2.5% active
Active calls of the source: *; / = not tested or not shown; & = joins results of further samples; [ ] = another dose, or the depositor's remark. Rule for the calls: active = growth percent below 10; inactive = the rest. Compounds as they come; any-hit rate near 9.9%.

SMILES | SF-539 | HCC-2998 | DU-145 | SNB-75 | SF-268 | PC-3 | SF-295 | U251 | SNB-19
CC(=O)Oc1ccc(Cl)cc1Cl | 97 | 122 | / | 83 | 104 | 97 | 113 | 100 | 97
Cc1ccc(-n2c(Sc3nc(-c4ccccc4)c(C#N)c(=O)[nH]3)cn3c4c(=O)n(C)c(=O)n(C)c4nc23)cc1 | 83 | 103 | 101 | 61 | 74 | 90 | 76 | / | 77
Cc1ccccc1OCC(O)CN1CCN(c2ccc(Cl)cc2)CC1 (configuration not stated) | 109 | 105 | 133 | 103 | 130 | 101 | 105 | 105 | 101
CC(NC(=O)CCc1nc2c(=O)[nH]c(=S)[nH]c2[nH]c1=O)C(=O)O (configuration not stated) | 97 | 105 | 108 | 93 | 99 | 103 | 104 | 103 | 101
CC(=O)NC(C)(C)C(=O)N[C@@H](C)C(=O)NC(C)(C)C(=O)N[C@@H](C)C(=O)NC(C)(C)C(=O)N[C@@H](C)C(=O)N[C@@H](CCC(N)=O)C(=O)NC(C)(C)C(=O)N[C@H](C(=O)NC(C)(C)C(=O)NCC(=O)N[C@@H](CC(C)C)C(=O)NC(C)(C)C(=O)N1CCC[C@H]1C(=O)N[C@H](C(=O)NC(C)(C)C(=O)NC(C)(C)C(=O)N[C@@H](CCC(N)=O)C(=O)N[C@@H](CCC(N)=O)C(=O)N[C@H](CO)CC1CCCCC1)C(C)C)C(C)C | 29[5 µM] | 50[5 µM] | 56[5 µM] | 20[5 µM] | 47[5 µM] | 30[5 µM] | 24[5 µM] | 39[5 µM] | 44[5 µM]
CC1=NS(=O)(=O)c2cc(Cl)ccc2N1 | 96&98&104 | 110&108 | 90&112&112 | 96&101&81 | 98&107&104 | 96&100&103 | 105&98&100 | 104&92&95 | 101&112&105
CC(=O)OC(COS(=O)(=O)c1ccc(C)cc1)Cn1cnc2c1c(=O)n(C)c(=O)n2C (configuration not stated) | 104 | 115 | 106 | 81 | 94 | 94 | 103 | 98 | 100
CCN1C(=O)N(CC)C2NN3C(=O)C=C(c4ccccc4)SC3=NC21 (configuration not stated) | 70 | 113 | 91 | 75 | 89 | 91 | 90 | 83 | 92
C#CC(F)(F)[C@]1(O)CC[C@H]2[C@@H]3CCC4=CC(=O)CCC4=C3[C@@H](c3ccc(C4CC4)cc3)C[C@@]21C | -84* | 92 | 30 | -16* | -60* | -54* | -60* | -32* | 46
CCCCN(CCCC)C(C)C(O)c1ccc2cc(Br)c3ccccc3c2c1 (configuration not stated) | 98 | 90 | 108 | 76 | 96 | 75 | 92 | 88 | 96
CC(C)C[C@H](N)C(=O)N=S(N)(=O)c1cc(Cl)cs1 (some centres not stated) | 88 | 98 | 105 | 125 | 108 | 84 | 78 | 87 | 89
CC(=O)c1ccc2c(c1)C1C=CCC1[C@H](c1cc3c(cc1Br)OCO3)N2 (some centres not stated) | -12* | 7.1* | -17* | 31 | 41 | 21 | -37* | 14 | 45
CC(=O)c1cc2c(N)c(C(=O)Nc3cncc4ccccc34)sc2nc1C | 98 | 106 | 115 | 91 | 105 | 94 | 97 | 106 | 98
Cc1c(F)c(C)c(F)c(C)c1F | 93 | 95 | 107 | 82 | 98 | 95 | 101 | 101 | 102
O=C(Nc1ccc(O)c(C(=O)O)c1)Oc1ccccc1 | 94 | 92 | 112 | 79 | 98 | 99 | 103 | 96 | 105
COc1ccc(/C=N/Nc2ncnc3c2c(C)nn3-c2ccc([N+](=O)[O-])cc2)cc1 | 95 | 108 | 103 | 87 | 98 | 93 | 96 | 100 | 100
Nc1ccc(C(=O)Nc2ccc(S(=O)(=O)O)cc2)cc1 | 99 | 96 | 108 | 96 | 106 | 95 | 103 | 96 | 109
COC1(c2ccccc2)c2ccccc2C(=O)c2ccccc21 | 93 | 111 | 111 | 87 | 113 | 89 | 94 | 99 | 110
COc1ccc([N+](=O)[O-])cc1NS(=O)(=O)c1cccc(C(=O)N(C)Cc2ccc(C)cc2)c1 | 93 | 108 | 105 | 92 | 87 | 91 | 114 | 89 | 93
COc1ccc(OC)c(C(=O)C[n+]2ccccc2)c1 | 96 | 105 | 115 | 86 | 100 | 96 | 98 | 104 | 99
Nc1nc(NC(=O)Nc2ccccc2)nn1-c1ccc(S(N)(=O)=O)cc1 | 97 | 98 | 99 | 92 | 95 | 91 | 105 | 91 | 99
COc1cc(/C=C/C(=O)/C=C/c2ccc(-n3ccnc3)cc2)ccc1O | -0.2* | 43 | 54 | 62 | 55 | 62 | 75 | -0.4* | 77
O=CNNC=O | 92 | 100 | 113 | 93 | 102 | 104 | / | 101 | 115
CCOc1ccc2nc3cc(N)ccc3c(N)c2c1 | 32&35 | 46&45 | 68&64 | 48&48 | -37* | 76&62 | 17&30 | 5.6* | 11
O=C(Cn1cnc2c(cc(-c3ccccc3)n2-c2ccncc2)c1=O)Nc1ccc(F)cc1 | 102 | 112 | 107 | 94 | 101 | 99 | 119 | 106 | 108

Following part:
SMILES | SF-539 | HCC-2998 | DU-145 | SNB-75 | SF-268 | PC-3 | SF-295 | U251 | SNB-19
O=C1c2ccccc2C(=O)c2cc(NCCNc3ccc4c(c3)C(=O)c3ccccc3C4=O)ccc21 | 84 | 76 | 76 | 77 | 78 | 73 | 77 | 68 | 75
c1ccc(NCc2ccco2)nc1 | 99 | 109 | 122 | 88 | 110 | 93 | 98 | 101 | 95
CC(=O)Nc1ccc(C(=O)CCC(=O)O)cc1 | 107 | 107 | 123 | 92 | 101 | 86 | 98 | 94 | 110
CSC1=NC=C(C#N)C2=NC(c3ccc(Cl)cc3)NN12 (configuration not stated) | 99 | 105 | 108 | 109 | 121 | 95 | 121 | / | 105
NC1=NC(c2ccccc2)c2c(n[nH]c2N)N1 (configuration not stated) | 106 | 112 | 109 | 94 | 103 | 93 | 103 | 105 | 109
COCCNC(=O)c1ccc(-c2nc3ccc4[nH]ncc4c3c3c2CCCC3)cc1 | 12 | 48 | 41 | -6.7* | 32 | 35 | 32 | 43 | 68
COc1ccc(-c2csc(NC(=O)CSc3nc(-c4ccccc4)c(C)n3Nc3ccccc3)n2)cc1 | 91 | 95 | 89 | 53 | 60 | 62 | 49 | 79 | 93
C#CC1(OC(=O)Nc2cccc(Cl)c2)CCCCC1 | 108 | 119 | 106 | 99 | 107 | 95 | 97 | 94 | 99
O=C(N/N=C/c1ccc(Cl)cc1)c1ccc2cccc(O)c2n1 | 93 | 106 | 98 | 93 | 99 | 90 | 102 | 106 | 100
CCC(N)COC(=O)c1ccccc1 (configuration not stated) | 107 | 100 | 113 | 91 | 101 | 99 | 99 | 94 | 103
O=C(Nc1ccncc1)c1ccc(-n2c(=O)[nH]c3ccccc3c2=O)cc1 | 99 | 107 | 100 | 107 | 110 | 92 | 96 | 100 | 91
Cc1nnc2c3nnc(-c4ccccc4)n3c3ccccc3n12 | 103 | 126 | 112 | 70 | 104 | 94 | 88 | 100 | 100
O=C1OC(=O)C2C3C=CC(C4C=CC43)C12 (configuration not stated) | 103 | 115 | 109 | 98 | 101 | 97 | 107 | 96 | 102
CC1CCc2c(sc3nc(SCC(=O)N/N=C/c4cccc(O)c4)n(-c4ccccc4)c(=O)c23)C1 (configuration not stated) | 73 | 99 | 82 | / | 92 | 57 | 65 | 88 | 92
Cc1nnc(N/N=C/c2ccc([N+](=O)[O-])o2)[nH]c1=O | -8.8* | 22 | 19 | 42 | 19 | 3.6* | -40* | 4.3* | 12
CCOC(=O)c1cc(C(=O)c2ccc(Cl)cc2)n2ccc(-c3ccn4c(C(=O)c5ccc(Cl)cc5)cc(C(=O)OCC)c4c3)cc12 | 87 | 107 | 91 | 94 | 94 | 88 | 101 | 105 | 95
COc1ccc(Cc2nc(C#N)c(N3CCN(c4ccc(F)cc4)CC3)o2)cc1 | 98 | 94 | 100 | 65 | 90 | 86 | 96 | 103 | 99
O=S(=O)(O)c1cc(O)c2ccc(Nc3ccccc3)cc2c1 | 107&102&104 | 111&105 | 119&105&122 | 102&78&105 | 98&100&107 | 90&92&92 | 106&106&137 | 119&101&100 | 107&106&100
COc1ccc(-c2cc(=O)c3c(ccc4ccccc43)o2)cc1 | 81 | 89 | 93 | 91 | 92 | 91 | 81 | 77 | 64
CCc1nc(NC(C)(C)C)c2cnn(-c3ccccc3)c2n1 | 94 | / | 101 | 102 | 99 | / | 97 | 76 | 112
O=C(Nc1cccc(C(F)(F)F)c1)C(Cl)Cl | 94 | 105 | 98 | 91 | 99 | 95 | 90 | 102 | 99
C[C@H]1[C@H](C)CC[C@]2(COC(=O)c3cccnc3)CC[C@]3(C)C(=CC[C@@H]4[C@@]5(C)CCCNC(C)(C)[C@@H]5CC[C@]43C)[C@H]12 | 79 | 50 | 84 | / | 76 | 36 | 73 | 64 | 89
CN1CCN(C(=O)[C@]23CCC(C)(C)C[C@H]2C2=CC[C@@H]4[C@@]5(C)CCC(=O)C(C)(C)[C@@H]5CC[C@@]4(C)[C@]2(C)CC3)CC1 | 82 | 94 | 86 | 74 | 80 | 38 | 90 | 78 | 87
CCCOC(=O)C1(N)CCCC1 | 98 | 101 | 111 | 90 | 101 | 94 | 105 | 97 | 104
COC1=CC=CC2(OC)C3(O)CCCc4cccc(c43)N3C(=O)COC132 (configuration not stated) | 98 | 103 | 106 | 84 | 98 | 95 | 106 | 97 | 101

Continuation.
SMILES | SF-539 | HCC-2998 | DU-145 | SNB-75 | SF-268 | PC-3 | SF-295 | U251 | SNB-19
C/C(=C\Cl)CN(C)S(=O)(=O)c1ccc(Br)cc1 | 103 | 101 | 108 | 83 | 97 | 77 | 97 | 89 | 101
CC1=CC(=O)C2=C(C)CC(OC(=O)c3cccc4ccccc34)[C@@H]3[C@H](OC(=O)[C@@H]3C)[C@@H]12 (some centres not stated) | 88 | 92 | 98 | 89 | 86 | 48 | 87 | 74 | 88
Cc1cc(C)c(SSc2c(C)cc(C)cc2C)c(C)c1 | 93 | 101 | 106 | 92 | 105 | 95 | 101 | 87 | 120
O=C1Nc2ccccc2/C1=C/C(=O)c1cc2ccccc2oc1=O | 102 | 140 | 97 | 126 | 105 | 95 | 98 | 107 | 101
Cc1[nH]nc(N)c1C#N | 101 | 99 | 108 | 96 | 99 | 88 | 102 | 90 | 106
CCOC(=O)CC(=O)C1CC1 | 113 | 104 | 112 | 88 | 111 | 96 | / | 101 | 97
CCOC(=O)C1(C(=O)OCC)CCCCC1=O | 97 | 90 | 96 | 83 | 96 | 91 | 110 | 98 | 101
COC(=O)/C=C/C(N)=O | 102 | 94 | 103 | 96 | 98 | 93 | 103 | 100 | 99
O=C(COc1cccc(/C=C2\COc3ccccc3C2=O)c1)c1ccccc1 | 90 | / | 101 | 71 | 89 | / | 115 | 61 | 100
ClCC1(CSc2ncnc3nc[nH]c23)COC1 | 101 | 103 | 120 | / | 106 | 88 | 97 | 109 | 111
CCSC1OC(C(COC(C)=O)OC(C)=O)C(OC(C)=O)C1NC(C)=S (configuration not stated) | 103 | 107 | 113 | 79 | 106 | 102 | 107 | 103 | 110
OCC1=CC(O)C2C=COC(OC3OC(CO)C(O)C(O)C3O)C12 (configuration not stated) | / | 101 | 121 | 92 | 110 | 96 | 99 | 54 | 98
C=C(CN1CCc2c([nH]c3ccccc23)C1)c1ccc(C(=O)Nc2ccon2)cc1 | 90 | / | / | 97 | 97 | 74 | 114 | 92 | 74
O=C(Nc1ncccc1OCc1cn(Cc2ccc(F)cc2)nn1)c1ccccc1 | 92 | 101 | 103 | 101 | 99 | 98 | 100 | 116 | 97
O=C(O)c1cc(Br)cc(Br)c1NS(=O)(=O)c1ccccc1 | 103 | 115 | 118 | 99 | 109 | 98 | 101 | 99 | 99
COc1nc2c(c(=O)n1C)CN(Cc1ccccc1)C(=O)CN2C | 82[100 µM] | 102[100 µM] | 108[100 µM] | 81[100 µM] | 92[100 µM] | 91[100 µM] | 106[100 µM] | 105[100 µM] | 81[100 µM]
CC[C@H](CC[C@@H](C)[C@H]1CC[C@H]2[C@@H]3C/C(=C/c4ccco4)C4=C/C(=C/c5ccco5)CC[C@]4(C)[C@H]3CC[C@]12C)C(C)C | 97 | 106 | 107 | 73 | 103 | 71 | 107 | 87 | 97
CC(C)c1nn[nH]n1 | 103 | 109 | 107 | 102 | 107 | 98 | 102 | 110 | /
O=C(O)Cc1ccc(NC(=O)c2ccccc2Nc2ccnc(C(F)(F)F)c2)cc1 | 103 | 114 | 119 | 71 | 116 | 80 | 103 | 115 | 105

Seven entries from above in a different format.
Every second line gives: SF-539, HCC-2998, DU-145, SNB-75, SF-268, PC-3, SF-295, U251, SNB-19
Cc1[nH]nc(N)c1C#N
  101, 99, 108, 96, 99, 88, 102, 90, 106
CCOC(=O)CC(=O)C1CC1
  113, 104, 112, 88, 111, 96, /, 101, 97
CCOC(=O)C1(C(=O)OCC)CCCCC1=O
  97, 90, 96, 83, 96, 91, 110, 98, 101
COC(=O)/C=C/C(N)=O
  102, 94, 103, 96, 98, 93, 103, 100, 99
O=C(COc1cccc(/C=C2\COc3ccccc3C2=O)c1)c1ccccc1
  90, /, 101, 71, 89, /, 115, 61, 100
ClCC1(CSc2ncnc3nc[nH]c23)COC1
  101, 103, 120, /, 106, 88, 97, 109, 111
CCSC1OC(C(COC(C)=O)OC(C)=O)C(OC(C)=O)C1NC(C)=S (configuration not stated)
  103, 107, 113, 79, 106, 102, 107, 103, 110
